Source: PubChem BioAssay
CHRM4 agonist – agonists of human muscarinic M4 receptor (CHRM4) | P08173 | CHO-K1 hM4/Gqi5, Fluo-8 calcium fluorescence; vehicle 0%, full acetylcholine response 100% | activation, % at 3 µM | actives 0.14% (n = 360,000);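 active means activation above the run mean over all test wells plus 3 SD, cut at about 32% in these data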;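 further: peak over basal fluorescence ratio per well then scaled between controls; 0% = DMSO wells and 100% = acetylcholine at EC100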
Target sequence (P08173 whole entry, looked up): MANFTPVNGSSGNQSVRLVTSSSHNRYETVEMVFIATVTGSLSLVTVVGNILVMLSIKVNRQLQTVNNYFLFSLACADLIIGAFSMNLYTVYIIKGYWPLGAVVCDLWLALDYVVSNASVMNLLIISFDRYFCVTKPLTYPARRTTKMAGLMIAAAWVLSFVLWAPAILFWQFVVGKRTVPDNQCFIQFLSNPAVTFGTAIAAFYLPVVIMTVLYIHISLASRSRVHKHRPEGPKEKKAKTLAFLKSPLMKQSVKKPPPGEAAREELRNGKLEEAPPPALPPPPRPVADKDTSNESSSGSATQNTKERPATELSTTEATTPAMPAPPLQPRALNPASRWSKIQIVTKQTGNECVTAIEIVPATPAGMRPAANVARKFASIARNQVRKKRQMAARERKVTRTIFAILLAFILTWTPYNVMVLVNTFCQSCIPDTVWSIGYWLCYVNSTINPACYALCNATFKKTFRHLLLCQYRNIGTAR
CHO-K1 Ca antag – nonselective inhibitor or artifact in parental CHO-K1 cells; ATP-induced calcium, Fluo-8 fluorescence; inhibition, % at 3 µM; actives 0.6% (n = 360,000);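 active means inhibition above a per-plate cutoff, the plate's mean sample inhibition plus 3 SD, cut at about 24% in these data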;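 further: 0% = DMSO plus EC80 ATP and 100% = DMSO alone without ATP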
M1 ag parental – M1 agonist counterscreen hit in parental CHO-K1 cells | Fluo-8 calcium fluorescence; scaled to maximal ATP response, vehicle zero | activation, % at 3 µM | actives 0.48% (n = 360,000) | AID 602248; in the data active means activation above about 15%;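 further: untransfected CHO-K1 host cells lacking M1 receptor as counterscreen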
M1 antag – antagonists of human M1 muscarinic receptor; actives 1.3% (n = 360,000); CHO-K1 hM1, Fluo-8 calcium fluorescence, ACh EC80 antagonist; P11229; inhibition, % at 3 µM;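 active means percent inhibition above its own plate's cutoff, namely the mean of that plate's compound wells plus 3 SD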;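 further: peak over basal fluorescence ratio during 140 s after agonist addition; 0% = ACh EC80 plus DMSO and 100% = DMSO alone without agonist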
M1 PAM – potentiates human M1 receptor response to acetylcholine. P11229. CHO-K1 hM1, Fluo-8 calcium fluorescence, ACh EC20; 0% = ACh EC20, 100% = maximal ACh. activation, % at 3 µM. actives 0.088% (n = 360,000); in the data active means activation above about 19%, passing the limit was not always enough
M4 antag – blocks acetylcholine activation of human M4 receptor; CHO-hM4 cells, ACh EC80, Fluo-8 calcium fluorescence; inhibition, % at 3 µM; actives 0.73% (n = 360,000); AID 624125;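 active means inhibition above its plate's cutoff, the mean inhibition of sample wells plus 3 SD, cut at about 27% in these data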;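 further: 0% = acetylcholine EC80 with DMSO and 100% = DMSO without agonist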
CHRM1 agonist – agonists of human M1 muscarinic receptor; P11229; CHO-K1 hM1, Fluo-8 calcium fluorescence, agonist mode; 0% DMSO, 100% acetylcholine EC100; actives 0.33% (n = 360,000); AID 588814; activation, % at 3 µM;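 active means activation above the run's mean compound activation plus 3 SD, cut at about 16% in these data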;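 further: peak over basal fluorescence ratio within a 140 s kinetic read after compound addition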
OXTR potentiator – human OXTR potentiation; CHO-OTR cells, Fluo-8 calcium fluorescence, potentiator mode; 0% = oxytocin EC15, 100% = EC100; AID 2445; actives 0.061% (n = 320,000); activation, % at 3 µM;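 active means activation above that plate's cutoff, the mean activation of tested compounds plus 3 SD, cut at about 6.6% in these data, passing the limit was not always enough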;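 further: 100% uses oxytocin at 75 nM as the full agonist control; some results filed as inactive read as strong as hits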
Target sequence (P30559 whole entry, looked up): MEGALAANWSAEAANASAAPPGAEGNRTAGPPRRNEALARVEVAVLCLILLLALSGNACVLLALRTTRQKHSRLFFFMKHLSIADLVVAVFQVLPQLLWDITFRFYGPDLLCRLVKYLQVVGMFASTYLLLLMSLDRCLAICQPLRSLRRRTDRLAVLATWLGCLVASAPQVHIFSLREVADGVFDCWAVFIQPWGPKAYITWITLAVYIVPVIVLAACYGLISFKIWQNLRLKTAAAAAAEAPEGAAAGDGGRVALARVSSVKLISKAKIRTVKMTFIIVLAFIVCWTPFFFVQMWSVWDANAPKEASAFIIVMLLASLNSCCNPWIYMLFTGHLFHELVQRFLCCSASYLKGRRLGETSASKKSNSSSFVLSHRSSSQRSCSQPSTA
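Assay system: CHO cell line stably expressing human OTR. Reagent: EC15 oxytocin agonist. Dosing: single dose, 3.0 µM nominal final compound concentration. Timing: compound 6 min at room temperature before oxytocin, 100 s read. Signal: kinetic Fluo-8 calcium fluorescence. Controls: oxytocin EC15 low and EC100 high.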
CHO parental Ca – counter-screen for OX1R antagonists: effect in parental CHO cells; actives 0.63% (n = 330,000); inhibition, % at 5.6 µM; parental CHO-K1, ATP-induced calcium, Fluo-8 fluorescence;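 active means inhibition above that plate's mean sample inhibition plus 3 SD, cut at about 26% in these data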;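 further: 0% = ATP-challenged DMSO wells and 100% = DMSO wells without ATP; some compounds past the cut are filed as inactive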
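test system = CHO parental line | reagent = ATP stimulus | measured by = intracellular calcium via Fluo-8 no-wash fluorescent dye | control set = ATP and no-ATP DMSO wells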
* hit, by the source's call.

Results for Cc1cc(C)cc(NS(=O)(=O)c2cc3[nH]c(=O)c(=O)[nH]c3cc2C)c1 ?
CHRM4 agonist: 0; CHO-K1 Ca antag: 8; M1 ag parental: 0.6; M1 antag: -9; M1 PAM: 8; M4 antag: 2; CHRM1 agonist: -5; OXTR potentiator: 1; CHO parental Ca: -7

Results for CCCCNC(=O)CCn1nc(-c2ccc(Cl)cc2)c2ccccc2c1=O ?
CHRM4 agonist: 3; CHO-K1 Ca antag: -15; M1 ag parental: 0.7; M1 antag: -5; M1 PAM: 1; M4 antag: -3; CHRM1 agonist: -5; OXTR potentiator: -2; CHO parental Ca: -36

How did CCCC(c1nnnn1Cc1ccc(OC)cc1)N1CCN(c2ccccc2)CC1 (stereo unspecified) do in these assays?
CHRM4 agonist: 1; CHO-K1 Ca antag: -7; M1 ag parental: 0.3; M1 antag: -29; M1 PAM: 11; M4 antag: -6; CHRM1 agonist: -4

How did O=C(CCNS(=O)(=O)c1ccccc1)NNC(=O)c1cccc(Cl)c1 do in these assays?
CHRM4 agonist: 1; CHO-K1 Ca antag: -12; M1 ag parental: 0.4; M1 antag: 3; M1 PAM: 3; M4 antag: -2; CHRM1 agonist: -2; OXTR potentiator: 1; CHO parental Ca: -11

Results for Cc1sc2ncnc(N3CCC(C(=O)Nc4ccc(OC(F)F)c(Cl)c4)CC3)c2c1C ?
CHRM4 agonist: 1; CHO-K1 Ca antag: -8; M1 ag parental: 0.5; M1 antag: 4; M1 PAM: -6; M4 antag: -3; CHRM1 agonist: -5; OXTR potentiator: -10; CHO parental Ca: -8

Results for CCC(C)c1ccccc1NC(=O)c1cc(C)no1 (stereo unspecified) ?
CHRM4 agonist: 0; CHO-K1 Ca antag: 16; M1 ag parental: -0.6; M1 antag: -4; M1 PAM: 5; M4 antag: -13; CHRM1 agonist: -6; OXTR potentiator: 3; CHO parental Ca: -3

What do the screens show for `COc1ccc(C(=O)N2CCSC2=S)cc1OC`?
CHRM4 agonist: 1; CHO-K1 Ca antag: 13; M1 ag parental: 0.4; M1 antag: -4; M1 PAM: 7; M4 antag: -4; CHRM1 agonist: 2; OXTR potentiator: 4; CHO parental Ca: -9

How did COC(=O)c1ccc(OCC(=O)N2CCCc3ccccc32)cc1 do in these assays?
CHRM4 agonist: 3; CHO-K1 Ca antag: 1; M1 ag parental: 0.7; M1 antag: -1; M1 PAM: 4; M4 antag: 5; CHRM1 agonist: -5; OXTR potentiator: -11; CHO parental Ca: -9

How did CCOC(=O)c1ccc(NC(=S)NNC(=O)C2(C)CC2(Cl)Cl)cc1 (stereo unspecified) do in these assays?
CHRM4 agonist: 2; CHO-K1 Ca antag: -6; M1 ag parental: 4.6; M1 antag: -5; M1 PAM: 1; M4 antag: 0; CHRM1 agonist: 2; OXTR potentiator: -11; CHO parental Ca: -12

What do the screens show for `Cc1ccc(C(=O)N[C@H](C(=O)N2CCN(c3ncccn3)CC2)C(C)C)cc1`?
CHRM4 agonist: 3; CHO-K1 Ca antag: -9; M1 ag parental: 0.7; M1 antag: -14; M1 PAM: 7; M4 antag: -2; CHRM1 agonist: -3

What do the screens show for `Cc1cc(C)nc(NS(=O)(=O)c2ccc(NC(=O)CCN3C(=O)c4ccccc4C3=O)cc2)n1`?
CHRM4 agonist: 0; CHO-K1 Ca antag: 16; M1 ag parental: -0.3; M1 antag: 2; M1 PAM: 5; M4 antag: 9; CHRM1 agonist: -1; OXTR potentiator: 0; CHO parental Ca: 0

What do the screens show for `COc1cccc(CNc2ccc3c(c2)ncn3C)c1OC`?
CHRM4 agonist: 2; CHO-K1 Ca antag: -6; M1 ag parental: 0.9; M1 antag: -5; M1 PAM: 2; M4 antag: 16; CHRM1 agonist: -10

What do the screens show for `COc1cc(/C=C/C(=O)OCC(=O)Nc2cccc(F)c2)ccc1O`?
CHRM4 agonist: 20; CHO-K1 Ca antag: -3; M1 ag parental: 6.0; M1 antag: 17; M1 PAM: -12; M4 antag: -3; CHRM1 agonist: 5; OXTR potentiator: -10; CHO parental Ca: -1

Results for Cc1ccc(N2CC(C(=O)Nc3nccs3)CC2=O)cc1Cl (stereo unspecified) ?
CHRM4 agonist: 1; CHO-K1 Ca antag: -5; M1 ag parental: 0.3; M1 antag: 6; M1 PAM: -2; M4 antag: 8; CHRM1 agonist: -1; OXTR potentiator: -2; CHO parental Ca: -1

Results for Cc1ccccc1C(=O)NC1CCCN(Cc2ccccc2F)C1 (stereo unspecified) ?
CHRM4 agonist: 0; CHO-K1 Ca antag: -6; M1 ag parental: 0.8; M1 antag: -8; M1 PAM: 6; M4 antag: -20; CHRM1 agonist: -4; OXTR potentiator: 4; CHO parental Ca: -16

How did Cn1cc(CNCc2ccccc2OCC(O)CN2CCc3ccccc3C2)cn1 (stereo unspecified) do in these assays?
CHRM4 agonist: 1; CHO-K1 Ca antag: -10; M1 ag parental: 7.4; M1 antag: -3; M1 PAM: 5; M4 antag: -13; CHRM1 agonist: -6; OXTR potentiator: 3; CHO parental Ca: -21

What do the screens show for `Cc1cc(C(=O)N2CCN(Cc3ccccc3)CC2)on1`?
CHRM4 agonist: 0; CHO-K1 Ca antag: 12; M1 ag parental: 0.1; M1 antag: -13; M1 PAM: 5; M4 antag: -3; CHRM1 agonist: -5; OXTR potentiator: -7; CHO parental Ca: 3

What do the screens show for `COc1ccccc1-n1c(=O)c(C#N)c(-c2ccc([N+](=O)[O-])cc2)c2cc(C(=O)c3cc(F)ccc3O)cnc21`?
CHRM4 agonist: 0; CHO-K1 Ca antag: 17; M1 ag parental: -0.2; M1 antag: 8; M1 PAM: -8; M4 antag: 3; CHRM1 agonist: -1; OXTR potentiator: -8; CHO parental Ca: -12

Results for O=C1C=C(c2cccs2)CC(c2cccs2)C1n1cnc([N+](=O)[O-])c1 (stereo unspecified) ?
CHRM4 agonist: 7; CHO-K1 Ca antag: -5; M1 ag parental: 2.9; M1 antag: 5; M1 PAM: -1; M4 antag: 7; CHRM1 agonist: -1; OXTR potentiator: -15; CHO parental Ca: -12

What do the screens show for `CC1CC(C)(C)N(C(=O)CN2C(=O)c3ccccc3C2=O)c2ccccc21` (stereo unspecified)?
CHRM4 agonist: 6; CHO-K1 Ca antag: -21; M1 ag parental: 1.0; M1 antag: -3; M1 PAM: 3; M4 antag: -8; CHRM1 agonist: 6; OXTR potentiator: -15; CHO parental Ca: -30

What do the screens show for `CCOC(=O)N1CCN(Cc2nc3cc(NC(=O)CC(C)C)ccc3n2C)CC1`?
CHRM4 agonist: 2; CHO-K1 Ca antag: -10; M1 ag parental: 1.4; M1 antag: 5; M1 PAM: 0; M4 antag: -3; CHRM1 agonist: -9; OXTR potentiator: -1; CHO parental Ca: -10

What do the screens show for `O=C(NCc1ccc(OC(F)(F)F)cc1)c1cccc2c1C(=O)c1ccc(N3CCCCC3)cc1S2(=O)=O`?
CHRM4 agonist: 2; CHO-K1 Ca antag: -3; M1 ag parental: 0.6; M1 antag: -8; M1 PAM: 7; M4 antag: -9; CHRM1 agonist: -1; OXTR potentiator: -2; CHO parental Ca: -25

How did COc1cccc(NC(=S)N2CCC(c3ccc(C)cc3)C2)c1 (stereo unspecified) do in these assays?
CHRM4 agonist: 2; CHO-K1 Ca antag: -3; M1 ag parental: 0.6; M1 antag: -12; M1 PAM: 6; M4 antag: -5; CHRM1 agonist: -5; OXTR potentiator: 4; CHO parental Ca: -16

How did CSc1ccc(C(=O)C2CCCN(Cc3ccc(N4CCNC4=O)cc3)C2)cc1 (stereo unspecified) do in these assays?
CHRM4 agonist: 2; CHO-K1 Ca antag: 7; M1 ag parental: 9.6; M1 antag: 97*; M1 PAM: -28; M4 antag: 70*; CHRM1 agonist: -11; OXTR potentiator: -6; CHO parental Ca: -18

Results for Cc1ccc(S(=O)(=O)Oc2ccccc2/C=N/Nc2ccc(C(=O)O)cc2)cc1 ?
CHRM4 agonist: 3; CHO-K1 Ca antag: -6; M1 ag parental: 1.2; M1 antag: -12; M1 PAM: 13; M4 antag: -2; CHRM1 agonist: 0; OXTR potentiator: -14; CHO parental Ca: 0

What do the screens show for `Nc1cc(S(=O)(=O)Nc2ccc(Br)cc2)ccc1Cl`?
CHRM4 agonist: 3; CHO-K1 Ca antag: -2; M1 ag parental: 1.9; M1 antag: -12; M1 PAM: 7; M4 antag: 8; CHRM1 agonist: -1; OXTR potentiator: -8; CHO parental Ca: -9

What do the screens show for `Cc1ccc(NC(=O)C2CCCN(S(=O)(=O)c3c(C)noc3C)C2)c(C)c1` (stereo unspecified)?
CHRM4 agonist: 0; CHO-K1 Ca antag: -2; M1 ag parental: -0.3; M1 antag: -2; M1 PAM: 4; M4 antag: -10; CHRM1 agonist: -2; OXTR potentiator: 0; CHO parental Ca: -14

How did COc1ccc(-c2cc(=O)c3cc(OC)ccc3[nH]2)cc1 do in these assays?
CHRM4 agonist: 0; CHO-K1 Ca antag: -12; M1 ag parental: 1.0; M1 antag: -3; M1 PAM: 0; M4 antag: -6; CHRM1 agonist: -1; OXTR potentiator: 1; CHO parental Ca: -4

Results for Cc1ccc(OCC(=O)NCCNC(=O)c2cnccn2)cc1C ?
CHRM4 agonist: 1; CHO-K1 Ca antag: -15; M1 ag parental: 0.6; M1 antag: -11; M1 PAM: 12; M4 antag: -13; CHRM1 agonist: -4

Results for COc1ccc(NC(=O)C2Cc3c(-c4cccc(F)c4)ccnc3O2)cn1 (stereo unspecified) ?
CHRM4 agonist: 9; CHO-K1 Ca antag: -6; M1 ag parental: 3.4; M1 antag: -21; M1 PAM: 13; M4 antag: -8; CHRM1 agonist: 0

Results for Cc1ccc(NC(=O)Nc2ncnc3nc[nH]c23)cc1 ?
CHRM4 agonist: 1; CHO-K1 Ca antag: -6; M1 ag parental: 1.7; M1 antag: 0; M1 PAM: 4; M4 antag: 1; CHRM1 agonist: 3; OXTR potentiator: 0; CHO parental Ca: -16

How did Cn1cc(CC(=O)NCCCN2CCCC2=O)c2ccccc21 do in these assays?
CHRM4 agonist: -1; CHO-K1 Ca antag: 9; M1 ag parental: 0.8; M1 antag: -7; M1 PAM: 12; M4 antag: -4; CHRM1 agonist: -1; OXTR potentiator: 3; CHO parental Ca: -6

An excerpt from above in order of length of the SMILES, largest number first:
Results for Cc1ccc(S(=O)(=O)Oc2ccccc2/C=N/Nc2ccc(C(=O)O)cc2)cc1 ?
CHRM4 agonist: 3; CHO-K1 Ca antag: -6; M1 ag parental: 1.2; M1 antag: -12; M1 PAM: 13; M4 antag: -2; CHRM1 agonist: 0; OXTR potentiator: -14; CHO parental Ca: 0

Results for COc1ccc(NC(=O)C2Cc3c(-c4cccc(F)c4)ccnc3O2)cn1 (stereo unspecified) ?
CHRM4 agonist: 9; CHO-K1 Ca antag: -6; M1 ag parental: 3.4; M1 antag: -21; M1 PAM: 13; M4 antag: -8; CHRM1 agonist: 0

What do the screens show for `Nc1cc(S(=O)(=O)Nc2ccc(Br)cc2)ccc1Cl`?
CHRM4 agonist: 3; CHO-K1 Ca antag: -2; M1 ag parental: 1.9; M1 antag: -12; M1 PAM: 7; M4 antag: 8; CHRM1 agonist: -1; OXTR potentiator: -8; CHO parental Ca: -9
